GLP1R cytotox: cytotoxicity counter-screen for GLP-1 receptor inverse agonists. HEK293 cAMP-luciferase reporter cells, luminescence, 24 h. AID 624418. 0.13% of 410,000 active. Potency, µM (doses to about 38.3 µM), for inactives: at the top dose activity change, negative = inhibition, usual class: inhibitors;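 also: loss of luciferase light is scored as toxicity; potency is read from the fitted curve at half-maximal effect; % is scaled to controls: 0 for no effect and ±100 for the full control effect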
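Luminescence readout: signal drop marks cytotoxicity. Plated cells grew 12 h at 37 °C, 5% CO2, received 23 nL compound for 24 h, then got luciferase reagent, read after 12 min at RT.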
PI5P4Ka inh: PI5P4K alpha (human) kinase inhibition; P48426; max response, %; PI5P4Kalpha enzyme, ADP-Glo luminescence, 60 min; hits give low values; 1.2% of 330,000 active; active = max response of -50% or lower; inconclusive = between -30% and -50%; inactive = -30% or higher; also: value at the top dose of about 77 µM; % is scaled to controls: 0 for no effect and ±100 for the full control effect
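ADP-Glo luminescence end-point after a 60 min room-temperature kinase reaction. PI5P4Kalpha and substrate in HEPES pH 7.4 buffer with EGTA, 0.1% CHAPS and 5% DMSO; ATP at 5 microM final.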
D3 antag: blocks the human D3 dopamine receptor. max response, negative = inhibition, %. AID 652054. 2.5% of 360,000 active. D3R cells, DiscoveRx beta-arrestin luminescence, antagonist mode; hits give low values; in the data active = max response below about -50%; inconclusive = no clear call, values can overlap the other calls; also: % is scaled to controls: 0 for no effect and ±100 for the full control effect; mostly tested at two doses, the higher about 12 µM
Target sequence (P35462 whole entry, looked up): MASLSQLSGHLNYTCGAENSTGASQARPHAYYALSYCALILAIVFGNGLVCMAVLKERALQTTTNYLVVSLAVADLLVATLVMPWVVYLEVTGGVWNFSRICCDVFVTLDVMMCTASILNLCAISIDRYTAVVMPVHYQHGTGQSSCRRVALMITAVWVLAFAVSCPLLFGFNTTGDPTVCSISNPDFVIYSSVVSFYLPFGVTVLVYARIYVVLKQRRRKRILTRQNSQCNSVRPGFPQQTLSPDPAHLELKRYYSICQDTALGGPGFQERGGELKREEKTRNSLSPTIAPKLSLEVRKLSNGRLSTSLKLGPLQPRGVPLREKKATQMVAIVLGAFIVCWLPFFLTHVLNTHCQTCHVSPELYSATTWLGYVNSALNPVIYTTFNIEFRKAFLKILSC
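Cells plated overnight at 1500 cells/well, then exposed to library compounds with dopamine controls for 90 minutes at 37 degrees C. DiscoveRx reagent added for 30–60 minutes at room temperature; luminescence read, quantitative HTS format.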
GLP-1R inv ag: inverse agonists of human GLP-1 receptor | P43220 | HEK293 GLP-1R CRE-luciferase, luminescence, 24 h; GLP-1R form is constitutively active | Potency, µM (top dose mostly 38.3 µM), without a hit: at the highest dose activity change, negative = inhibition, hits mostly inhibitors | 1.6% of 410,000 active | AID 624417; also: potency is read from the fitted curve at half-maximal effect; % is scaled to controls: 0 for no effect and ±100 for the full control effect; nearly all actives have a fitted effect of over 55% in size
Target sequence (P43220 whole entry, looked up): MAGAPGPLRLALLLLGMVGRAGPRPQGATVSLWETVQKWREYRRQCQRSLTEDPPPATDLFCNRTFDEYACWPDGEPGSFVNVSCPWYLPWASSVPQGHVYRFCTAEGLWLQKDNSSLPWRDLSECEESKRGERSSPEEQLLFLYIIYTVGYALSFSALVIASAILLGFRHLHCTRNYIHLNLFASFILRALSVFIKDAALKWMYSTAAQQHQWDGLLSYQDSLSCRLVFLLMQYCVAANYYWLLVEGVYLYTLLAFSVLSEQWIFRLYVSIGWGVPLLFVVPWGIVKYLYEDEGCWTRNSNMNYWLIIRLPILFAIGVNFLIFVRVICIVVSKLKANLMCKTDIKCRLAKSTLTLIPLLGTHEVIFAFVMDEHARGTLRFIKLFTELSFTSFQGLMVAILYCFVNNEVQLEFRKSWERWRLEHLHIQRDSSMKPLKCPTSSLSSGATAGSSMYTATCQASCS
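Using stably transfected HEK293 (constitutively active GLP-1R, cAMP-luciferase reporter), compounds were incubated 24 hr and luciferase measured by luminescence.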
IL2 activator: activators of IL-2. AID 652025. activation, % (series mostly up to about 46 µM). IL-2 activation reporter assay, cell-based qHTS; stimulated with anti-CD3/CD4/CD28 beads; in transgenic mouse T cells. 0.065% of 360,000 active; in the data active = activation above about 50%; inconclusive = mostly about 30% to 49%; also: 0% is about no effect
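Unstimulated transgenic mouse T cells, 750 per well, received compound and, after 60 minutes, anti-CD3/anti-CD4 bead plus anti-CD28 stimulation. EGFP and DsRed were quantified after 18 hours.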
WRN inhibitor: blocks human WRN helicase; Q14191; Potency, µM (titrated, usually from 114 µM), for inactives: top-dose activity change, negative = inhibition, actives largely listed as inhibitors; WRN helicase unwinding, fluorescent forked duplex, kinetic; 0.46% of 360,000 active; also: potency is read from the fitted curve at half-maximal effect; % is scaled to controls: 0 for no effect and ±100 for the full control effect; nearly all actives have a fitted effect of over 55% in size
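Primary qHTS, 1536-well format. 20 nM WRN + compound, 15 min RT; start with 100 nM forked fluorophore/quencher duplex, 2 mM ATP (final); kinetic read ex 525/em 598 nm.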
PLK1 PBD block: inhibitors of human PLK1 polo-box domain binding. AID 720504. 2.8% of 360,000 active. P53350. Potency, µM, inactives show max response, negative = inhibition, most hits filed as inhibitors. Plk1 PBD binding of FITC phosphopeptide, fluorescence polarization; also: potency is read from the fitted curve at half-maximal effect; series mostly up to about 57 µM; % is scaled to controls: 0 for no effect and ±100 for the full control effect; nearly all actives have a fitted effect of over 65% in size
GLP-1R agonist: activates the human GLP-1 receptor; P43220; HEK293 GLP-1R CRE-luciferase, luminescence, 4-6 h; cells express a hypersensitive GLP-1R form; Potency, µM (titrated, usually from 45.6 µM), for the others: top-dose activation, most hits filed as activators; 0.007% of 380,000 active; AID 624172; also: potency is read from the fitted curve at half-maximal effect; % of control where 0% means no effect
DRD3 agonist: agonists of human D3 dopamine receptor | P35462 | D3R DiscoveRx beta-arrestin cells, luminescence, 90 min | max activation, % | 0.58% of 410,000 active | AID 652048; in the data active = max activation above about 30%; also: 0% is about no effect; mostly tested at two doses, the higher about 12 µM
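Agonist mode: compounds and dopamine controls were applied to plated cells for 90 min at 37 degrees C after an overnight attachment at 1500 cells/well. Luminescent read-out followed 30 - 60 minutes at room temperature with DiscoveRx detection reagent.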
An asterisk follows results filed as active; ? = inconclusive; / = no result given; & = joins results of further samples; [ ] = dose if it differs, or a comment. Unless noted, calls follow the shape of the dose curve; as a rule, active = well fitted curve in the direction sought with a large enough effect; inconclusive = small, poorly fitted or top-dose-only effect, or another doubt; inactive = no such curve, though single readings can be large; an effect the other way counts as inactive or inconclusive.

smiles	GLP1R cytotox	PI5P4Ka inh	D3 antag	GLP-1R inv ag	IL2 activator	WRN inhibitor	PLK1 PBD block	GLP-1R agonist	DRD3 agonist
O=C(CC1NCCNC1=O)Nc1ccccc1 (stereo not drawn)	5%	2	-20	7%	-0.3	8%	-8%	0%	-7
CCOc1ccccc1C(=O)NCC(=O)NNC(=O)c1cccs1	4%	2	-1	1%	-0.3	-3%	-3%	-1%	-9
CC(=O)c1cccc(S(=O)(=O)NCC(C)(C)N2CCOCC2)c1	-8%	-2	4	9%	0.1	-12%[57.1 µM]	-4%	1%	-14
COc1ccc(/C(N)=C/C(=O)C(C)(C)C)cc1	-1%	/	-13	5%	1.3	2%	-9%	-1%	-6
CC(=O)N(Cc1ccccc1)c1ncc2c(n1)c(=O)c(C#N)c1ccccn12	264%[activator]	/	15	-14%	-1.2	-27%	-20%	-2%	-1
N#CC(C#N)=CN=c1ccn(Cc2ccc(Cl)cc2Cl)cc1	-8%	0	5	-37%	-0.8	5%	-14%	3%	-1
Cn1c(NCc2cccnc2)nc2cc(-c3cccc(C(F)(F)F)c3)sc2c1=O	3%	13	-2	26%	2.4	-7%	-6%	-5%	-1
CC(=C1C(=O)c2ccccc2C1=O)N1CCN(Cc2ccccc2)CC1	-20%	/	5	-4%	3.7	-10%	-24%	-11%	-7
COc1cc(OC)c(C(=O)NCc2ccc3c(c2)OCO3)cc1OC	2%	0	-7	50%[activator]	-0.3	7%	-15%	?	7
CC(=O)c1cccc(NC(=O)C2CCCN(c3nnc(-n4cccc4)s3)C2)c1 (stereo not drawn)	-2%	/	/	-21%	/	/	/	3%	-3
O=C(/C=C/c1ccc(F)cc1)N1CCCc2ccccc21	2%	-7	13	?	0.5	-7%	?	19%	3
C/C(=N/NC(=O)c1ccncc1)c1ccc(NC(=O)c2ccc(Cl)cc2Cl)cc1	1%	-9	-13	27%	-3.1	-18%[11.6 µM]	-3%	3%	-6
O=C1/C(=C/c2cccs2)Sc2ccccc21	11%	-3	9	6%	-2.2	-11%	-13%	-2%	-8
O=C(COC(=O)C1=COCCO1)Nc1ccccc1Oc1ccccc1	-24%	/	-4	0%	-3.6	3%	-3%	0%	-2
CCCC[C@@H]1C=C(C(=O)O)[C@H](c2ccc(Cl)cc2)N1S(=O)(=O)c1ccc(C)cc1	1%	18	13	?	-0.1	-4%	?	3%	-1

Remaining list, next part:
smiles	GLP1R cytotox	PI5P4Ka inh	D3 antag	GLP-1R inv ag	IL2 activator	WRN inhibitor	PLK1 PBD block	GLP-1R agonist	DRD3 agonist
CCOc1cc(/C=C(\C#N)C(=O)NCC2CCCO2)ccc1O (stereo not drawn)	-11%&-11%	-11	-8	6%&10%	-0.2	0%	-1%	4%	-3&1
COc1ccc(C2C(C#N)=C(N)Nc3nc4ccccc4n32)cc1 (stereo not drawn)	10%	1	-20	19%	-1.5	?	-9%	-18%	3
CCc1ccccc1N(CC)C(=O)CCc1nc(-c2ccc(C)cc2)no1	2%	3	-1	8.9µM*	-0.3	-29%	-10%	6%	5
O=C(c1ccc2c(c1)N(Cc1ccc(F)cc1)C(=O)c1ccccc1S2=O)N1CCOCC1 (stereo not drawn)	-5%	/	/	1%	/	/	/	0%	2
CSc1nc(N)nc2c1ncn2CC(=O)NCc1ccc2[nH]ccc2c1	-8%	-17	13	1%	0.0	2%	-6%	-4%	48*
COc1cccc(CNC(=O)CN2c3cccc4cccc(c34)S2(=O)=O)c1	13%	-65*	5	4%	-2.5	-10%[11.6 µM]	-6%	-3%	-2
CCOC(=O)CN1C(=O)C2(OCCCO2)c2cc(Br)ccc21	20%	-2	17	7%	0.1	-12%	-4%	-7%	7
CC1(OC(=O)C2CCCC2)C(=O)C=C2C=C(c3ccsc3)N(CCCCO)C=C2C1=O (stereo not drawn)	5%	-4	-6	28%	0.1	5%	-18%	3%	-8
Cc1nn(C)cc1/C=N/NC(=S)Nc1ccccc1	-22%	/	-28	0%	-2.7	11%	12µM*	10%	-3
COc1ccc(N2C(=O)CSC23C(=O)Nc2ccccc23)cc1 (stereo not drawn)	-8%	-4	4	-17%	0.7	6%	?	-2%	3
Cn1c(C(=O)N2CCN(C(=O)c3ccco3)CC2)cc2c(=O)n(C)c3ccccc3c21	-22%	-1	17	20%	-0.5	2%	-7%	0%	6
COc1ccc(C2CCCN2C(=O)Nc2ccc(F)cc2)cc1OC (stereo not drawn)	2%	0	10	0%	1.4	-1%	-5%	13%	0
CCN(CC(=O)Nc1c(F)cccc1F)C(=O)C1CCN(S(=O)(=O)c2ccc(F)cc2)CC1	3%	-10	20	7%	0.7	-9%	-11%	-10%	2
Cc1ccc(C(=O)Nc2nc(-c3cccnc3)cs2)o1	-10%	?	47	57%[activator]	-0.3	-25%	?	-1%	1
CN(CC1CCOCC1)C(=O)CC1C(=O)NCCN1Cc1ccccc1F (stereo not drawn)	3%	1	13	-1%	-2.6	-3%	-9%	-4%	1

(more compounds)
smiles	GLP1R cytotox	PI5P4Ka inh	D3 antag	GLP-1R inv ag	IL2 activator	WRN inhibitor	PLK1 PBD block	GLP-1R agonist	DRD3 agonist
CC(C1=C(CCN(C)C)Cc2ccccc21)c1ccccn1 (stereo not drawn)	-7%	0	-7	?	-4.4	6%	2%	-3%	-16
C/C(=N\Nc1ncc(Cl)cc1Cl)c1ccc(C#N)cc1	-9%[7.66 µM]	1	-10	-4%[7.66 µM]	0.7	10%	2%	3%	4
CCOc1ccc(Nc2ncnc3c2cnn3-c2ccccc2)cc1	6%	4	17	11%	-1.5	1%	-8%	-5%	3
COc1cccc(CN2CCN(c3ncccn3)CC2)c1	4%	0	-59*	-16%	-1.7	-5%	-7%	-10%	35*
COCCNC(=O)C1CCCN(C(=O)C2(c3ccc(Cl)cc3)CCCC2)CC1 (stereo not drawn)	-6%	1	-1	31%[activator]	0.2	-7%	-11%	-2%	-9
COc1ccccc1CNc1nc(NCc2ccc(NC(C)=O)cc2)c2sccc2n1	?	?	?	?	-0.4	-16%	10%	14%	-13
COCC(C)NC(=O)c1cc2c(ccc3ccccc32)oc1=O (stereo not drawn)	65%[activator]	8	9	-12%	1.8	5%	-4%	4%	-2
Nn1cnc2cc3ccccc3cc2c1=O	2%	-4	-1	12%	-2.1	7%[57.1 µM]	2%	-3%	-1
Nc1c(C(=O)NCCN2CCOCC2)c2nc3ccccc3nc2n1-c1ccc2c(c1)OCO2	-20%	/	11	-8%	-1.5	-3%	-5%	-1%	15
Cc1cc(C)cc(OCC(=O)Nc2cccc(-c3nnc(-c4ccco4)o3)c2)c1	-14%	/	15	-2%	-3.3	7%	-1%	-10%	9
O=C(Nc1ccc2c(c1)OCCO2)c1cccc(C(=O)Nc2ccc3c(c2)OCCO3)c1	-4%	-6	3	2%	0.1	2%	0%	4%	-1
CC1CCC(C(C)C)C(OCC(O)C[N+]2(C)CCCCC2)C1 (stereo not drawn)	-5%	-4	12	-9%	2.8	-2%	6%	-2%	5
Cc1ccc(S(=O)(=O)N2CCC(C(=O)OCC(=O)N3CCCC3=O)CC2)cc1C	0%	-1	23	9%	-0.9	0%	1%	-4%	-3
COc1ccccc1-c1nc(-c2ccccn2)no1	-1%	?	2	3.5µM*	-2.3	-8%	5%	-23%	0
COc1ccc(Cc2nnc(SCC(=O)NC(C)c3ccccc3)o2)cc1 (stereo not drawn)	-4%	/	12	0%	-2.7	-2%	-9%	1%	15

Following part:
smiles	GLP1R cytotox	PI5P4Ka inh	D3 antag	GLP-1R inv ag	IL2 activator	WRN inhibitor	PLK1 PBD block	GLP-1R agonist	DRD3 agonist
O=C(O)Cc1ccc(C(=O)c2cccs2)s1	80%[activator]	-1	-16	25%	1.2	3%	-11%	17%	-5
Cc1cc2cc3n(c2nn1)N=C(Cl)CC3	9%	2	11	?	-1.6	5%	-3%	-3%	1
CC(=O)Nc1cccc(NC(=O)CSc2nnc3ccccn23)c1	-3%	-3	8	12%	0.8	-1%	4%	-10%	2
O=C(CCS(=O)(=O)c1cc2c(cc1Cl)NC(=O)CO2)NCCc1ccccc1	-2%&-6%	2	-5	0%&11%	-2.2	9%	-11%	2%&7%	0&-5
N#CCSc1nc(Nc2ccc3c(c2)OCO3)c2ccccc2n1	?	/	53	-24%	-1.5	-19%	-9%	-15%	16
CC(=O)Nc1ccc(/C(C)=N/Nc2nc(Nc3ccccc3)nc(N3CCOCC3)n2)cc1	13%	2	11	?	-1.0	-3%	-3%	19%	-2
Cc1nc(NC(=O)C2CC2)sc1C(=O)N1CCCCC1	2%	/	-17	-1%	1.8	1%	-6%	-2%	-24
CN(C)C(=O)CSc1nnc(Cc2ccc([N+](=O)[O-])cc2)o1	-15%	/	9	0%	-1.8	-4%	-8%	10%	2
C/C(=N/NC(=O)c1cccnc1)C1=C(O)CC(C)(C)CC1=O	23%	1	-11	14%	1.0	0%	-17%	2%	-4
O=C(Nc1nc(-c2ccccn2)cs1)Nc1ccc(F)cc1F	?	-17	-7	?	-5.8	7%	4.7µM*	-1%	-1
CCn1cc(C(=O)N[C@H](C(=O)O)C(C)C)c(=O)c2cc3c(cc21)OCO3	-29%	3	3	12%	1.2	10%	-2%	-3%	1
CCOc1ccc2nc(S(=O)(=O)NC(=O)C3(C)CCN3C(=O)c3cccc(F)c3)sc2c1 (stereo not drawn)	-13%	-6	30	-4%	0.3	1%	-5%	-1%	7
c1ccc(-c2ccccc2OCCCCN2CCCCCC2)cc1	-28%	-8	-86*	?	-3.2	8%	-2%	-1%	-3
COc1cc(CNC(=O)Nc2nc(C(N)Cc3ccc(C(F)(F)F)cc3)cs2)cc(OC)c1OC (stereo not drawn)	?	-3	-12	?	-0.7	3%	-10%	-5%	-7
CN(C)c1ncnc2c1ncn2[C@H]1CN(C2CCCC2)C[C@@H](CO)O1	1%	-9	4	8%	-0.4	-1%	-8%	17%	-4
O=C(COc1coc(CN2CCN(c3ccccc3)CC2)cc1=O)NCC1CCCO1 (stereo not drawn)	-3%	4	11	4%	-0.4	-35%	-9%	-12%	-3

Source: PubChem (National Center for Advancing Translational Sciences (NCATS))
